High-throughput results as filed in PubChem.
XiGFP reactiv = activators of X-chromosome reactivation in mouse fibroblasts | 360,000 compounds, 0.055% hits | AID 743238 | XiGFP mouse fibroblasts, % GFP-positive cells imaging, 3 d; cells co-treated with 5-aza-dC sensitizer; scaled so ellipticine positive control = 100% | activation, % at 7.58 µM;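 active means mean normalized replicate activation at least 10% and every replicate at or above 10%; inconclusive means only one of the two criteria met; inactive means mean below 10% and not all replicates reach 10%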;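 further: 0% = median of on-plate neutral control wells and 100% = ellipticine 6 µM median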
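System: 68-5-11 XiGFP fibroblast line | Buffer or medium: DMEM containing 5-aza-dC | Compound: Single point | Times: Compounds 3 days, fix/stain 15 min at room temperature | Benchmarks: Positive control ellipticine, 6 µM final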
RAD54 branch = inhibitors of human RAD54 branch migration. Q92698. RAD54 Holliday junction branch migration, FAM/BHQ fluorescence. 360,000 compounds, 0.14% hits. inhibition, % at 10.4 µM. AID 602329;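 active means mean normalized replicate activity at least 40 and at least half of replicates scoring 40 or more; inconclusive means only one of the two criteria met; inactive means mean below 40 and under half of replicates reaching 40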;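 further: 0% = median of neutral control wells and 100% = median of positive control wells; inhibitors cause a drop in the FAM fluorescence signal; in these data hits start at about 50%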
S100A4 inh HTS = S100A4-myosin IIA interaction inhibition; S100A4/TAMRA-MyoIIA peptide fluorescence polarization; inhibition, % at 10.7 µM; 360,000 compounds, 0.14% hits; AID 652163;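 active means mean inhibition of at least 70% across replicates, with every replicate also reaching that level; inconclusive means mean inhibition reaches 70% but some replicates fall short; inactive means mean inhibition below 70%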
Target sequence (P26447 whole entry, looked up): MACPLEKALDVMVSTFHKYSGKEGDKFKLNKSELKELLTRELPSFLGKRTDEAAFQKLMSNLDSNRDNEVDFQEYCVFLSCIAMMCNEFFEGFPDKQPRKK
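Compound dosing: one dose per compound; test system: human S100A4 monomer with TAMRA-labelled myosin IIA peptide; probe or stimulus: TAMRA-labelled myosin IIA heavy-chain peptide probe, 5 nM; medium: HEPES buffer with Ca2+, pH 7.2; schedule: 5 min incubation before reading; benchmarks: neutral control DMSO, positive control TFP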
esBAF inh = blocks esBAF chromatin remodeling in mouse ES cells; Bmi1-luciferase knock-in reporter, 24 h; 100% = twice the neutral-well signal; reporter increase, % at 12.5 µM; 350,000 compounds, 2% hits; AID 602393; in the data active means activation above about 40%; inconclusive means no clear call, values can overlap the other calls;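 further: 0% = median of the plate's neutral control wells and 100% = double that signal; a rise in the Bmi1 reporter signal indicates esBAF inhibition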
ERp5 block = ERp5 (human) disulfide isomerase inhibition. 350,000 compounds, 0.05% hits. inhibition, % at 9.99 µM. ERp5 insulin aggregation, absorbance 650 nm, 90 min;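 active means mean replicate inhibition above about 25%, with every replicate also reaching it, limit read from the data, passing the limit was not always enough; inconclusive means only one of those two criteria met; inactive means neither criterion met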
RAD52 inh = inhibitors of human RAD52 DNA annealing; P43351; recombinant RAD52 DNA annealing, FRET fluorescence; inhibition, % at 18.7 µM; 360,000 compounds, 0.46% hits; AID 651710;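 active means every replicate showing at least 50% inhibition; inconclusive means mean inhibition at least 50% but not in every replicate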
E-selectin induc = induces E-selectin expression in human endothelial cells. P16581. HUVEC E-selectin immunofluorescence imaging; normalized: neutral wells 0, TNF-alpha wells 100. 260,000 compounds, 0.37% hits. activation, % at 7.58 µM;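 active means mean E-selectin-positive cell signal at least 10% of the positive control, reached in at least 60% of replicates, without over 20% cell loss; inconclusive means no rule given, readout overlaps actives, possibly toxicity-flagged; inactive means the rest, including those meeting only one limit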;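 further: in these data hits start at about 27%; measured in HUVEC primary endothelial cells; signal is the percent of cells scored E-selectin positive by PE staining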
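Read-out basis: % PE-positive cells; Test system: HUVEC primary endothelial cells; Technique: immunofluorescence imaging; Dosing: single-point compound dose.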
ERAP1 HTS inh = ERAP1 (human) enzyme inhibition. recombinant ERAP1, Leu-AMC fluorescence, 60 min. inhibition, % at 10.7 µM. 340,000 compounds, 0.15% hits. Q9NZ08;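 active means mean replicate inhibition of at least 30%, or all replicates individually reaching that 30% level; inactive means mean below 30% and not every replicate reaching it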;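 further: 0% = neutral control wells and 100% = L-leucinethiol positive control wells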
Target sequence (Q9NZ08 whole entry, looked up): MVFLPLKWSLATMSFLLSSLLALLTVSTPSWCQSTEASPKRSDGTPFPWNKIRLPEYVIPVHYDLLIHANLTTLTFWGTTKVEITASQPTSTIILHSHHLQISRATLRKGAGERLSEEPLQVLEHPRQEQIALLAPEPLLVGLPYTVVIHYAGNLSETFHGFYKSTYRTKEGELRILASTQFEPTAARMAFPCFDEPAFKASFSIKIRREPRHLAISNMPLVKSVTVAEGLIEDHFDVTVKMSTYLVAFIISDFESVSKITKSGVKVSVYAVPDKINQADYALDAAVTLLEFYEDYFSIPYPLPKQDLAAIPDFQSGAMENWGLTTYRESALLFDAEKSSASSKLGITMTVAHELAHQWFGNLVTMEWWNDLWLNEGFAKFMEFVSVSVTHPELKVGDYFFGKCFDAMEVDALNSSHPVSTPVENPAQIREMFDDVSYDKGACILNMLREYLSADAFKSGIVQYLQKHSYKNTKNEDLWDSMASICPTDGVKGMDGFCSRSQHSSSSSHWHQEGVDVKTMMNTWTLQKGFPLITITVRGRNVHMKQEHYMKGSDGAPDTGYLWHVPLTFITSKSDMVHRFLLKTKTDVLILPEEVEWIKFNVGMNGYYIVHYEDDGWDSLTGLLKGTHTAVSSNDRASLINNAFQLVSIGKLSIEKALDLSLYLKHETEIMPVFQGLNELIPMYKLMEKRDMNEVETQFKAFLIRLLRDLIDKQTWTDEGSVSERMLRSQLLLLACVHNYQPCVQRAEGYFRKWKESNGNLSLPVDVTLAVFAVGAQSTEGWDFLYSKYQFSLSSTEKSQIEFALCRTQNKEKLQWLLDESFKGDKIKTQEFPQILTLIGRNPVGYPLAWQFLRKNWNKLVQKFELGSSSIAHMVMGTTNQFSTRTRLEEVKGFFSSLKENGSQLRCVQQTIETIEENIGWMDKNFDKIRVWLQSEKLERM
Numbers without * were called inactive; ? = inconclusive; . = no result given; & = joins results of further samples. Rows are unselected (roughly 2.5% active in at least one column).

SMILES | XiGFP reactiv | RAD54 branch | S100A4 inh HTS | esBAF inh | ERp5 block | RAD52 inh | E-selectin induc | ERAP1 HTS inh
Cc1cccc(-c2cc(C(=O)Nc3ccncc3)c3ccccc3n2)c1 | 0.0 | 6 | -1 | 13 | 3 | -6 | -0.8 | -2
Cc1ccc2[nH]c3nc(SCC#N)nnc3c2c1 | 0.0 | 3 | -5 | 1 | 0 | -12 | -0.1 | -2
CC(=O)c1ccc2noc(-c3cccc(C)c3)c2c1 | 0.1 | -3 | -8 | -13 | -5 | -96 | 0.1 | -1
O=C(COC(=O)C1CC(=O)N(Cc2ccco2)C1)Nc1nc(-c2ccc(F)cc2)cs1 (configuration not stated) | 0.2 | 0 | -2 | 20 | 3 | -11 | 0.3 | -1
COc1ccc(CN(C)C[C@H]2OCCCC[C@@H](C)Oc3ccc(N(C)C)cc3C(=O)N([C@@H](C)CO)C[C@H]2C)cc1 | -1.1 | -6 | 11 | -9 | 6 | 10 | -0.1 | 0
CN(C)S(=O)(=O)c1cccc(C(=O)NCCCn2ccnc2)c1 | -0.1 | 2 | -3 | -3 | 0 | 3 | 2.5 | -1
COC(=O)c1ccccc1NC(=O)CSc1nc(N)cc(N)n1 | 0.2 | -9 | 5 | -9 | 10 | 3 | 1.0 | 5
O=C(Oc1cccc(C(=S)N2CCOCC2)c1)c1cccc([N+](=O)[O-])c1 | -0.1 | . | -12 | . | -2 | -7 | . | 23
CCS(=O)(=O)N[C@H]1C=C[C@@H](CC(=O)NCc2ccc(F)cc2)O[C@H]1CO | . | -1 | -4 | -2 | -5 | . | . | 2
COc1cc(OC)cc(C(=O)NCC2CCN(C(=O)C(=O)c3cccs3)CC2)c1 | 0.1 | . | 3 | . | 9 | -5 | 0.0 | -2
CCCC(=O)Nc1ccc2c(c1)C(=O)N(C)[C@@H]1CC[C@@H](CC(=O)OC)O[C@H]1CO2 | 0.1 | -7 | . | -10 | . | . | 0.3 | .
COc1ccc(-n2c(COc3cccc4cccnc34)nnc2SCC(=O)O)cc1 | -0.1 | . | -1 | . | -2 | -14 | . | -2
O=c1c2ccccc2ncn1-c1ccc(Cl)cc1 | 0.2&0.0 | -5 | -3&0 | . | 3&12 | -11&0 | -1.1 | -2
O=c1n(Cc2ccccc2)c(O)c2n1Cc1ccccc1N=C2c1ccc(C(F)(F)F)cc1 | 0.2 | -9 | -2 | -1 | -1 | -6 | 1.2 | 0
CC(C)(C)NC(=O)/C(=C\c1ccccc1F)NC(=O)c1ccc([N+](=O)[O-])cc1 | 0.1 | . | -1 | . | -4 | 3 | . | -2
CCCCCOC(=O)C1=C(C)NC(=O)NC1c1ccc2c(c1)OCO2 (configuration not stated) | 0.2 | 0 | 0 | -8 | 2 | -7 | . | -2
Cc1cc(-c2cn3ccccc3n2)c(C)n1-c1ccccc1 | 0.2 | . | -4 | . | 6 | 47 | 4.9 | 2
O=C(NC(=S)Nc1ccc2c(c1)OCCO2)c1ccc(F)cc1Cl | 0.1 | . | 0 | . | -4 | -19 | 3.6 | -5
Cc1cccc(NC(=O)NCc2ccc3c(c2)OCO3)c1C | 0.1 | . | -2 | . | -4 | -13 | . | 8
CCCCCCCCCCOC(=O)Cn1c(COc2ccccc2)[n+](C)c2ccccc21 | 0.0 | ? | 2 | -13 | 7 | 70* | . | 49*
Cc1cc(C)n2ncc(/C(N)=N/OC(=O)Nc3ccc(Cl)cc3)c2n1 | 0.0 | -18 | -5 | . | -2 | -12 | 2.3 | .
C/C=C1\NC(=O)[C@H](C)NC(=O)[C@@H](NC(=O)[C@H](Cc2ccc(O)cc2)NC(=O)[C@@H](NC(=O)/C(C)=C/C)C(C)C)[C@@H](C)OC(=O)[C@H](CC(C)C)NC(=O)[C@@H](CCC(=O)O)NC1=O | 0.0 | -23 | -1 | 2 | -1 | -11 | -1.0 | .
CC(C)(C)OC(=O)CNC(=O)c1[nH]cnc1C(=O)Nc1ccc(CNC(=O)OC(C)(C)C)cc1 | -0.3 | 1 | 1 | 20 | -9 | 9 | 0.1 | -5
CCN(CC)S(=O)(=O)c1cc(NC(=O)Cc2n[nH]c(=O)c3ccccc23)ccc1C | -0.1 | -9 | -3 | . | -4 | -17 | . | -4
Cc1ccc(-c2nc(N)n(C(=O)c3ccco3)n2)cc1 | 0.0 | 9 | 23 | -5 | -3 | -3 | -0.9 | 0
Cc1cc(C)c2c(N)c(C(=O)N/N=C/c3cccs3)sc2n1 | 1.0 | -6 | 3 | . | -1 | -59 | . | 0
COc1ccc(C(=O)NNC(=O)CSc2ccccc2)cc1 | 0.0 | . | 3 | . | 0 | -2 | -0.1 | -2
Cc1cc(Br)cc2c(C(=O)NCC3CCCO3)cc(-c3cccs3)nc12 (configuration not stated) | 0.0 | -4 | -3 | . | 1 | 4 | . | 1
Cc1ccc(NC(=S)NC(=O)c2ccccc2)cc1NC(=S)NC(=O)c1ccccc1 | 0.0 | -8 | -5 | 28 | 0 | -34 | 0.3 | -7
C[C@H]1CN([C@@H](C)CO)C(=O)c2cccc(NC(=O)NC3CCCCC3)c2O[C@H]1CN(C)Cc1ccc(Oc2ccccc2)cc1 | -0.7 | 5 | -36 | -1 | 25 | 13 | -0.1 | 1
CN(C)S(=O)(=O)c1ccc(C(=O)NN2C(=O)NC3(CCCCC3)C2=O)cc1 | 0.0 | -3 | 0 | 1 | 3 | -5 | 0.0 | -1
O=C(CCn1c(=O)oc2ccc(Cl)cc21)NCCCN1CCOCC1 | 0.0 | -13 | -2 | 2 | 0 | -9 | . | -3
CC(C)CN(CC(C)C)C(=S)NC1CCCCC1 | 0.0 | . | -1 | . | -1 | -3 | . | -1
C=C[C@]1(C)C[C@@H](OC(=O)CSCCN(CC)CC)[C@]2(C)C(C)CC[C@]3(CCC(=O)[C@H]32)[C@@H](C)[C@@H]1O (some centres not stated) | -0.1&0.4 | -8&-7 | 3&-4 | -5&-1 | 3&4 | -11&-11 | -0.3&1.6 | -3&-3
C[C@H](CO)N1C[C@H](C)[C@@H](CN(C)C)OCCCC[C@H](C)Oc2ccc(NC(=O)c3ccccc3)cc2C1=O | -0.8 | 4 | 1 | -7 | 1 | -8 | 0.0 | 2
C[C@@H]1CCCCO[C@H](CN(C)S(=O)(=O)c2ccc(F)cc2)[C@@H](C)CN([C@@H](C)CO)C(=O)c2cc(NC(=O)Nc3ccc4c(c3)OCO4)ccc2O1 | 0.4 | 0 | -3 | 12 | -6 | -1 | 0.0 | 1
Cc1ccc(NC(=O)CSc2nc(CSc3ccc(C)cc3)cc(=O)[nH]2)cc1 | 0.2 | . | -1 | . | -3 | -10 | . | 3
O=C(N/N=C/c1cccnc1)C12CC3CC(CC(C3)C1)C2 | 0.0 | . | -3 | . | 2 | 11 | . | 0
NC(=O)NC(CC(=O)NCc1ccc2c(c1)OCO2)c1ccccc1Cl (configuration not stated) | 0.1 | 5 | -3 | -6 | 5 | -2 | . | 0
O=C(O)COCC(=O)N1CCc2c([nH]c3ccccc23)C1C(F)(F)F (configuration not stated) | 0.1 | -1 | -3 | -13 | 9 | -25 | 0.0 | -4
COCCN(C[C@H]1[C@@H](c2ccccc2)[C@H](CO)N1C(C)=O)C(=O)c1ccncc1 | 0.2 | -3 | -6 | 3 | -3 | -15 | 0.1 | -3
Cc1cccc(NS(=O)(=O)c2cc(C(=O)N3CCCCCC3)ccc2C)c1 | 0.1 | -16 | -3 | -9 | 1 | -7 | -0.1 | -3
O=CNc1c(Cl)cc2c(c1Cl)Cc1cc([N+](=O)[O-])ccc1-2 | 0.1 | -15 | 6 | 6 | 0 | 4 | -0.3 | -2
COc1ccc(N2CCN(Cc3nc4c(c(=O)[nH]c(=O)n4C)n3CC(C)=O)CC2)cc1 | 0.0 | 5 | -24 | -5 | 13 | -7 | -0.8 | 5
C[C@@H]1CN([C@H](C)CO)C(=O)c2cc(NS(=O)(=O)c3ccccc3)ccc2O[C@H]1CN(C)Cc1ccc(C(=O)Nc2ccccc2N)cc1 | 0.1 | -6 | -4 | -3 | 3 | -23 | -0.2 | 1
C[C@H](NC(N)=O)C(=O)OCC(=O)Nc1ccc(OC(F)F)cc1 | 0.2 | . | 5 | . | -2 | -5 | -0.4 | 4
COc1ccc(CN(CCC(c2ccccc2)c2ccc(OC(C)C)cc2)C(=O)CCl)cc1OC (configuration not stated) | 0.0 | 4 | -11 | 0 | . | . | . | .
COc1cccc(CNC(=O)CN(c2ccc(C(C)C)cc2)S(=O)(=O)c2c(C)noc2C)c1 | 0.5 | -5 | -4 | -1 | 0 | -43 | . | -3
Cc1noc(C)c1S(=O)(=O)Nc1ccc2c(c1)C(=O)N([C@@H](C)CO)C[C@@H](C)[C@@H](CN(C)Cc1ccc(C(F)(F)F)cc1)O2 | -0.8 | -10 | 4 | -8 | -4 | 2 | 0.2 | .
COc1ccc(C#Cc2ccc([C@H]3[C@H](CO)N4CCCCN(S(=O)(=O)c5cn(C)cn5)C[C@@H]34)cc2)cc1 | 0.1 | -33 | -12 | -6 | -5 | -13 | -0.5 | -1

Other structures.
SMILES | XiGFP reactiv | RAD54 branch | S100A4 inh HTS | esBAF inh | ERp5 block | RAD52 inh | E-selectin induc | ERAP1 HTS inh
CNc1c(NS(=O)(=O)c2ccc(Cl)s2)c(=O)oc2ccccc12 | 0.1 | -1 | 5 | 0 | 1 | -17 | . | -8
COc1ccc(-c2c(-c3ccc(S(C)(=O)=O)cc3)sc3ccc(OC)cc23)cc1 | 0.1 | -6 | -1 | -4 | 0 | -29 | . | 4
COc1ccc(OCC(=O)N/N=C/c2ccc(N(C)C)cc2)cc1 | 0.3 | 8 | 4 | 4 | 0 | -3 | 0.2 | -3
Cc1nn(CC(=O)c2ccc(Cl)cc2Cl)c(C)[n+]1N | 0.0 | . | 2 | . | -3 | -10 | 0.6 | -3
COc1cccc(C(=O)Nc2ccc3c(c2)C(=O)N(C)C[C@@H](OC)[C@@H](C)CN(CCc2ccccc2)[C@@H](C)CO3)c1 | 0.2 | 12 | -19 | 7 | 3 | 12 | 0.9 | .
O=C(CN1CCOCC1)NCC[C@H]1CC[C@H](NC(=O)Nc2ccc(Cl)cc2)[C@H](CO)O1 | -0.3 | -3 | 32 | -4 | 1 | 10 | -0.4 | 0
NS(=O)(=O)c1cc(C(=O)N=Nc2c(O)[nH]c3ccccc23)ccc1Cl | 0.4 | 11 | 0 | 15 | -5 | -1 | 0.0 | -1
NC(=O)C1CCN(C(=O)c2cc3n(n2)C(C(F)(F)F)CC(c2ccco2)N3)CC1 (configuration not stated) | 0.1 | 6 | -3 | -5 | 2 | -2 | 0.3 | 5
CC(C)CC#Cc1ccc2c(c1)O[C@@H](CN(C)Cc1cncnc1)[C@H](C)CN([C@H](C)CO)S2(=O)=O | -1.3 | -12 | -22 | 3 | 1 | 22 | 0.7 | 0
CCOc1ccc(N(CC(=O)NCc2cccs2)S(=O)(=O)c2c(C)noc2C)cc1 | 0.1 | -6 | -4 | 2 | -1 | -27 | . | 0
